High-throughput results from PubChem BioAssay.
pAkt inh – blocks phosphorylation of Akt; activity change, % for hits at 50 µM; hit rate 0.32% among 360,000; Neuro2A IGF-stimulated pAkt S473 HTRF, 20 min; active compounds read low; in the data active means activity change below about -80%; inconclusive means mostly about -51% to -80%; further: on the % scale 0 is the no-effect control and ±100 the full control effect
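Neuro2A cells in DMEM with 0.5% FBS, overnight at 37 deg C, given compound at single 50 µM final, then IGF (6 nM final) for 20 min at 37 deg C. Lysed; phospho-Akt Ser473 by HTRF after 24 h, 665/615 ratio.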
HepG2 tox – HepG2 cytotoxicity, counter-screen for TGF-b inhibitors. HepG2 CAGA-GFP viability, ATP luminescence, 18 h. Potency, µM (highest dose often 46.1 µM), without a hit: top-dose activity change, negative = cytotoxicity, most hits filed as cytotoxic. hit rate 0.76% among 410,000. AID 588856; further: potency means the concentration at half of the fitted maximal effect; some results filed as inactive show a strong effect at the top dose
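HepG2 CAGA-GFP cells (1000/well, DMEM with 1% FBS) received compound, then TGF-beta at 500 pg/mL final, and were incubated 18 hours at 37 degrees C. Viability was read by CellTiter-Glo luminescence. Media-only wells were set as complete cell-killing and DMSO as no toxicity.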
Nrf2 ARE act – Nrf2 pathway activation | Potency, µM (series often up to 46.1 µM), inactives show at the highest dose activation, actives largely listed as activators | AREc32 ARE-luciferase reporter (MCF7-derived line), luminescence, 24 h | hit rate 0.31% among 410,000 | AID 624171; further: potency means the concentration at half of the fitted maximal effect; % of control where 0% means no effect; nearly all actives have a fitted effect of over 65% in size
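Reporter line AREc32 (ARE-Fluc), seeded overnight in OPTI-MEM with 5% FBS; compound pin-transferred, 24 hr at 37 deg C, 5% CO2; luminescent read-out.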
MmCpn inh – blocks the Methanococcus maripaludis chaperonin Mm-Cpn | purified Mm-Cpn ATPase, ADP Transcreener TR-FRET | Potency, µM (titrated, usually from 76.9 µM), inactives show at the top dose activity, negative = inhibition, hits mostly inhibitors | hit rate 0.031% among 330,000 | AID 504842; further: potency means the concentration at half of the fitted maximal effect; on the % scale 0 is the no-effect control and ±100 the full control effect; nearly all actives have a fitted effect of over 80% in size
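Measured: ADP formation by purified Mm-CPN. Conditions: 25 nM protein, 10 uM ATP, Tris pH 7.4 with Mg2+, K+ and DTT, 37°C for 30 min. Detection: Transcreener HTRF after 30 min at room temperature.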
Nrf2 inh – Nrf2 pathway inhibition; Potency, µM (top dose mostly 46 µM), inactives show at the highest dose activity change, negative = inhibition, usual class: inhibitors; A549 ARE-Fluc reporter, luciferase luminescence, 18-24 h; hit rate 2.1% among 360,000; further: potency means the concentration at half of the fitted maximal effect; on the % scale 0 is the no-effect control and ±100 the full control effect; nearly all actives have a fitted effect of over 60% in size
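Nrf2 function is reported as luminescence of an ARE-controlled luciferase in A549 cells. Compounds were tested at several concentrations, and a CellTiter-Fluor read on the same wells flagged cytotoxicity.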
Abeta rescue – compounds reversing amyloid beta toxicity in yeast; yeast expressing A-beta42, growth rescue, OD600, 48 h; response scale: 0% DMSO, 100% iron-clioquinol control; Potency, µM (highest dose often 46.1 µM), inactives show at the top dose growth rescue, hits mostly activators; hit rate 0.063% among 410,000; AID 1347071; further: potency means the concentration at half of the fitted maximal effect; nearly all actives have a fitted effect of over 55% in size
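Yeast A-beta toxicity model in growth medium with pinned compounds, 48 h at 30 C; growth read as absorbance at 600 nm. Normalized to FeCl3/clioquinol equimolar mix (positive) and DMSO (negative).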
A549 tox – kills or reduces viability of A549 cells in Nrf2 counter-screen; A549 ARE-Fluc cells, CellTiter-Fluor viability, 18-24 h; Potency, µM (doses to about 46 µM), without a hit: top-dose activity change, negative = cytotoxicity, most hits filed as inhibitors; hit rate 0.16% among 390,000; further: potency means the concentration at half of the fitted maximal effect; on the % scale 0 is the no-effect control and ±100 the full control effect
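A549 ARE_Fluc cells in 5% FBS OPTI-MEM were exposed to compounds in concentration-response for 18-24 h at 37 deg C. Viability was read by CellTiter-Fluor fluorescence (Ex 405/Em 525) after 30 min, before the luciferase read.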
CCT chaperon mod – changes cytosolic chaperonin activity; activity change, % (concentration not given with the values), hits read low; purified chaperonin ATPase assay, HTRF ADP detection, 30 min; hit rate 0.3% among 360,000; in the data active means activity change below about -30%; further: on the % scale 0 is the no-effect control and ±100 the full control effect
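First, chaperonin was dispensed at 40 nM or 20 nM final depending on batch activity. Next, compounds were pinned at 76 uM and ATP added at 10 uM. After 30 min at 37 °C, ADP detection reagents ran 30 min at ambient temperature.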
TGFb inhibitor – TGF-b pathway inhibition; hit rate 1.2% among 410,000; Potency, µM (series often up to 46.1 µM), inactives show at the top dose activity, negative = inhibition, most hits filed as inhibitors; HepG2 CAGA-GFP TGF-b/SMAD3 reporter, GFP fluorescence, 18 h; TGF-beta stimulated, 500 pg/mL final; further: potency means the concentration at half of the fitted maximal effect; on the % scale 0 is the no-effect control and ±100 the full control effect; nearly all actives have a fitted effect of over 65% in size
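HEPG2 CAGA-GFP cells (1000/well, DMEM with 1% FBS) were pre-incubated 2 h at 37 degrees C, given compound by pin tool, then stimulated with TGF-beta at 500 pg/mL final for 18 h before per-cell GFP fluorescence imaging.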
The depositor's hits bear a star; i = inactive; ? = inconclusive; · = not tested or not shown; [ ] = remark or other dose. Unless noted, the call rests on the fitted dose curve; in most records, active means well fitted curve in the direction sought with a large enough effect; inconclusive means small, poorly fitted or top-dose-only effect, or another doubt; inactive means no such curve, though single readings can be large; an effect the other way counts as inactive or inconclusive.

SMILES	pAkt inh	HepG2 tox	Nrf2 ARE act	MmCpn inh	Nrf2 inh	Abeta rescue	A549 tox	CCT chaperon mod	TGFb inhibitor
Cc1cc(Oc2cc(NN3CCCCC3)c([N+](=O)[O-])cc2[N+](=O)[O-])c(C(=O)c2ccccc2)cc1Cl	i	-9%	-1.3%	-1%	-13%	-9%	?	-5.9	-7%
CC(=O)c1ccc(S(=O)(=O)N(C)CCCC(=O)NCc2ccc3c(c2)OCO3)cc1	i	2%	0.1%	0%	13%	11%	5%	-0.7	-1%
C[C@H]1CN([C@@H](C)CO)C(=O)c2cc(NC(=O)NC3CCCCC3)ccc2O[C@H]1CN(C)C(=O)Nc1ccc(C(F)(F)F)cc1	i	-22%	5.0%	1%	?	-3%	2%	-1.4	-34%
CCc1ccc(NC(=O)C2(c3ccccc3)CC2(Cl)Cl)cc1 (stereo not drawn)	i	-5%	-0.3%	0%	-17%	?	10%	0.5	8%
O=S(=O)(c1ccc(OCC(O)CN2CCN(c3ccc(F)cc3)CC2)cc1)N1CCOCC1 (stereo not drawn)	i	-20%	0.0%	1%	-16%	-2%	2%	-0.1	-11%
O=C(O)CCC1COc2ccccc2O1 (stereo not drawn)	i	-74%	-0.8%	1%	0%	13%	15%	-0.2	?
O=C(Cn1cccc(C(F)(F)F)c1=O)c1ccc(Cl)cc1	i	26%	-0.3%	-1%	3%	-2%	3%	-3.1	-2%
CCc1ccc(CN(C)C(=O)c2cccc(S(=O)(=O)Nc3ccccc3OC)c2)cc1	i	-21%	4.1%	-1%	?	-44%[inhibitor]	-6%	1.4	?
COC(=O)Cn1c(=NC(=O)c2ccc(OC)c(OC)c2)sc2cc(OC)ccc21	i	-13%	3.6%	-1%	-1%	-15%	0%	-20	-7%
O=C(Nc1ccc(C(=O)NCc2ccc(F)cc2)cc1)C1=CSCCO1	i	-9%	-0.2%	-3%	10%	2%	0%	0.0	-10%
CCN(CC)C(=O)C1=CC(c2ccc3c(c2)OCO3)=NS(=O)(=O)N1C	·	-2%	-0.5%	·	-14%	-27%	-1%	·	-4%
CC(C)CCNC(=O)[C@@H](c1ccccc1)N1Cc2ccccc2C1=O	·	-11%	-0.2%	·	13%	3%	1%	·	-28%

Reprinted from the part before: three compounds; new compounds follow.
SMILES	pAkt inh	HepG2 tox	Nrf2 ARE act	MmCpn inh	Nrf2 inh	Abeta rescue	A549 tox	CCT chaperon mod	TGFb inhibitor
O=C(Nc1ccc(C(=O)NCc2ccc(F)cc2)cc1)C1=CSCCO1	i	-9%	-0.2%	-3%	10%	2%	0%	0.0	-10%
CCN(CC)C(=O)C1=CC(c2ccc3c(c2)OCO3)=NS(=O)(=O)N1C	·	-2%	-0.5%	·	-14%	-27%	-1%	·	-4%
CC(C)CCNC(=O)[C@@H](c1ccccc1)N1Cc2ccccc2C1=O	·	-11%	-0.2%	·	13%	3%	1%	·	-28%
Cc1nn(C(C)C(=O)O)c(C)c1[N+](=O)[O-] (stereo not drawn)	i	1%	-0.5%	-7%	8%	1%	-6%	-5.1	3%
O=C(O)c1ccccc1-c1nc2ccccc2[nH]1	i	-19%	2.6%	0%	7%	-4%	1%	-3.8	-11%
COC(=O)Nc1ccc(S(=O)(=O)N2CCCC(C(=O)N3CCCCCC3)C2)cc1 (stereo not drawn)	i	5%	-1.1%	-13%	?	-37%[inhibitor]	0%	-3.5	7%
O=C(COC(=O)C1CC2C=CC1C2)NCc1ccco1 (stereo not drawn)	·	9%	5.4%	-4%	10%	9%	3%	1.1	4%
CCC(=O)N(CCC(c1ccco1)C(C)C)Cc1ccccc1 (stereo not drawn)	i	-4%	5.9%	0%	-10%	-10%	1%	2.3	-24%
COc1cc(S(=O)(=O)N2CCOCC2)cc(C(=O)NCC(c2cccs2)N2CCOCC2)c1OC (stereo not drawn)	i	10%	0.1%	-2%	2%	9%	-2%	1.1	31%[activator]
COc1ccc(CCNC(=O)c2ccc3c(c2)CCN3S(=O)(=O)c2ccccc2)cc1OC	·	-22%	4.9%	·	?	-4%	-1%	·	-9%
CCN(CC)c1ncnc2c1ncn2[C@H]1CN(Cc2cccnc2)C[C@@H](CO)O1	i	7%	0.0%	·	·	-5%	·	0.2	37%
Cc1ccc(CCNC(=O)C2CCCN(S(=O)(=O)N3CC(C)CC(C)C3)C2)cc1 (stereo not drawn)	i	-8%	3.1%	-2%	-1%	3%	1%	1.3	9%
COC(=O)c1cc(C#N)c(NCc2ccc(Cl)cc2Cl)nc1C	i	19%	0.6%	2%	·	-4%	5%	-2.2	169%[activator]
O=C(Oc1cccc2ccccc12)C1CC1	i	2%	0.8%	0%	-16%	-11%	-19%	-1.3	1%
Cc1nc2cc(N3CCCCC3)c(NC(=O)c3cccnc3)cc2c(=O)n1Cc1ccccc1	i	-30%	-0.1%	-3%	-14%	?	-4%	-3.4	-6%
Cn1ccnc1SCC(=O)c1cc2ccccc2o1	i	-22%	5.0%	-3%	?	10%	-4%	-0.6	24%
COc1ccc(-c2ccc(CCC(=O)O)n2NC(N)=O)cc1	i	4%	0.0%	0%	-9%	6%	4%	-2.6	5%
CCOc1ccc(C(c2c(C)[nH]n(-c3ccccc3)c2=O)c2c(C)[nH]n(-c3ccccc3)c2=O)cc1OC	·	-39%	18%	·	13%	3%	1%	·	?
O=C1NC[C@@H](CCCCN2C[C@H](Cc3ccccc3)N(Cc3ccccc3)C(=O)C2=O)N(CC2CCCCC2)C1=O	i	·	0.3%	·	·	-5%	·	0.4	·
COc1ccc(-c2cnc3c(NC=O)cc(-c4ccc(C(=O)N5CCOCC5)cc4)cn23)cc1OC	i	-23%	1.0%	·	·	0%	·	-0.8	?
CCc1ccc(-c2cc3c(=O)n(CC(=O)NCCN4CCCCC4C)nc(C)n3n2)cc1 (stereo not drawn)	i	-1%	0.0%	0%	-8%	-8%	12%	1.6	-7%
O=[N+]([O-])c1ccc(N2CCN(c3ccccc3F)CC2)nc1	i	-2%	-0.2%	2%	-8%	-5%	-3%	0.9	4%
O=C(/C(C=Nc1ccc(Br)cc1)=C(/O)c1ccco1)C(F)(F)F	i	-4%	29%	-3%	?	-4%	-6%	-9.9	18%
O=[N+]([O-])c1ccc(N2CCCCC2)cc1SCCO	i	3%	-0.9%	-1%	5%	-4%	-4%	1.2	-3%
O=C1C(=O)C(c2ccccc2)C(=O)C1c1ccccc1 (stereo not drawn)	i	-2%	2.5%	·	?	6%	3%	-2.2	7%
COCCn1c(C)cc(C(=O)CN2C(=O)C(=O)N(CCC3=CCCCC3)C2=O)c1C	i	-11%	-1.7%	·	·	3%	·	0.8	-13%
COc1cc2c(cc1OC)C(c1cccc([N+](=O)[O-])c1)N(C(=O)c1ccccc1C(=O)O)CC2 (stereo not drawn)	i	0%	0.3%	-2%	-12%	2%	3%	-2.7	32%[activator]
COc1ccc(-c2nnn(CCC(=O)O)n2)cc1	i	-3%	-1.9%	1%	5%	6%	5%	-3.0	-2%
O=C(NCCN1CCN(c2ccccc2F)CC1)C1COc2ccccc2C1 (stereo not drawn)	·	-11%	0.0%	·	·	-16%	17%	·	-9%
O=C(CSc1ncn[nH]1)Nc1nnc(-c2ccccc2)s1	i	-35%	4.8%	-2%	22%	-21%	1%	-1.5	-17%
C[C@H](CO)N1C[C@H](C)[C@@H](CN(C)Cc2ccccc2C(=O)O)OCc2cnnn2CCCC1=O	i	-11%	-1.3%	·	·	-9%	·	-18	16%
CC(C)CN1C(=O)/C(=C/c2ccco2)NC1=S	i	-22%	?	0%	3%	0%	-2%	-1.8	-22%
COC(=O)c1c(C)cccc1C1CN=NC12Cc1ccccc1C2=O (stereo not drawn)	i	-4%	2.5%	·	7%	0%	-14%	-3.2	0%
CCOc1cc(NC(=S)N2CCC(C(N)=O)CC2)c(C(=O)OC)cc1OCC	i	-3%	4.1%	0%	-13%	-2%	0%	-0.5	1%
COC(=O)CC1Oc2ccccc2N(Cc2ccccc2)C1=O (stereo not drawn)	i	-1%	-0.5%	-1%	6%	11%	0%	-0.3	-17%
Cn1c(=O)oc2cc(S(=O)(=O)NCCC(=O)Nc3ccc(F)c(Cl)c3)ccc21	·	0%	2.7%	·	3%	-4%	0%	·	5%
CCc1cc(=O)oc2c(C)c(OCC(=O)NCCN3CCOCC3)ccc12	i	-6%	2.3%	1%	5%	13%	2%	-1.0	3%
COc1cccc(CSc2nc3ccccc3c3nc(CCn4c(C)nc5ccccc54)nn23)c1	·	9%	3.0%	·	·	-18%	-12%	·	15%
CCn1c2c(c(=O)n3ncc(C(=O)N4CCN(c5ccccc5)CC4)c13)CN(Cc1ccc(OC)cc1)CC2	·	-4%	2.6%	·	·	-35%[inhibitor]	2%	·	-36%
COc1cccc(NC(=O)CN(C)C(=O)c2ccc(COc3ccccc3)cc2)c1	i	-9%	2.3%	-5%	-18%	5%	-1%	-0.7	0%
C=C(C1=CCN(S(=O)C(C)(C)C)[C@H]1CCO)c1ccccc1 (stereo partly drawn)	i	-32%	4.5%	·	?	6%	-1%	-3.4	5%
CC(=O)CSc1cc(C)nc2c(-c3ccccc3)c(C)nn12	i	-10%	0.4%	0%	-10%	-17%	0%	-1.1	3%

Random excerpt: 2 entries already listed
SMILES	pAkt inh	HepG2 tox	Nrf2 ARE act	MmCpn inh	Nrf2 inh	Abeta rescue	A549 tox	CCT chaperon mod	TGFb inhibitor
CC(=O)CSc1cc(C)nc2c(-c3ccccc3)c(C)nn12	i	-10%	0.4%	0%	-10%	-17%	0%	-1.1	3%
COC(=O)c1c(C)cccc1C1CN=NC12Cc1ccccc1C2=O (stereo not drawn)	i	-4%	2.5%	·	7%	0%	-14%	-3.2	0%
